From PubChem
GCN5L2 inh: GCN5L2 (KAT2A) acetyltransferase inhibition; GCN5L2 HAT assay, ThioGlo1 CoA-SH fluorescence; Q92830; actives 0.21% (n = 390,000); AID 504327; Potency, µM (top dose mostly 58.9 µM), for the others: top-dose activity change, negative = inhibition, most hits filed as inhibitors
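Fluorescence readout, Ex340nm/Em540nm: ThioGlo1 (50uM final) reacts with free CoA thiol released as 20nM GCN5L2 acetylates H3(1-25) peptide (75uM) using acetyl-CoA (70uM). Compound and enzyme sat 15 min beforehand; 20 min room-temperature reaction.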
TDP1 cell noCPT: qHTS for Inhibitors of human tyrosyl-DNA phosphodiesterase 1 (TDP1): qHTS in cells in absence of CPT; actives 15% (n = 420,000); Potency, µM (series often up to 46.2 µM), without a hit: at the top dose activity change, negative = growth inhibition, most hits filed as inhibitors; DT40 Tdp1-/- hTDP1 cells, no CPT, ATP luminescence, 48 h; AID 686978, 2013; also: nearly all actives have a fitted effect of over 55% in size
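A cellular qHTS used chicken DT40 cells lacking endogenous Tdp1 but carrying stably transfected human TDP1. Compounds were applied without camptothecin, and cell growth kinetics were judged by ATP-dependent luminescence after ≥48 hr.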
TDP1 inh: blocks human tyrosyl-DNA phosphodiesterase 1. actives 0.28% (n = 350,000). Q9NUW8. AID 485290. Potency, µM (series often up to 130 µM), inactives show at the highest dose activity change, negative = inhibition, usual class: inhibitors. recombinant TDP1, AlphaScreen DNA substrate cleavage; also: nearly all actives have a fitted effect of over 40% in size
Target sequence (Q9NUW8 whole entry, looked up): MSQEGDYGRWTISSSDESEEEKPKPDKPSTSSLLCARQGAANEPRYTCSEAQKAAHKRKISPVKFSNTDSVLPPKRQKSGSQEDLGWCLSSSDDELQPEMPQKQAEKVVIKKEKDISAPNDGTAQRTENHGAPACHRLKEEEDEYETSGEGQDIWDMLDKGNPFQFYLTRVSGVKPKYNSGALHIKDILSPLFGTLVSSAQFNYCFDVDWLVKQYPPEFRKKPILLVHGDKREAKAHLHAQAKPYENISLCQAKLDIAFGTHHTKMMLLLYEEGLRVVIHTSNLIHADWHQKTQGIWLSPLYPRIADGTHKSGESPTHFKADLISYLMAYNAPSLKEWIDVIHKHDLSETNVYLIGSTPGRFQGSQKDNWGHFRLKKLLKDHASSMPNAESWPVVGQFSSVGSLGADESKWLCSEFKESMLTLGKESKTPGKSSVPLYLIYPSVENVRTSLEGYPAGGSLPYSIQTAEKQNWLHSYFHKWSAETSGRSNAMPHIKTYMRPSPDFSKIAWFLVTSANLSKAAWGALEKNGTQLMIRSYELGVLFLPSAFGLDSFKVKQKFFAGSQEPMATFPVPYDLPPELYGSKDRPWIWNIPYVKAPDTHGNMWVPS
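AlphaScreen read-out: signal falls as enzyme removes the 3' tyrosine-FITC from a 5'-biotinylated DNA oligo (15 nM, 5 min, RT). Enzyme was E. coli-made recombinant Tdp1 at 1 nM, exposed to compound for 15 min beforehand; beads 10 ug/ml, 10 min.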
* = called active by the depositor; u = inconclusive; x = no result given; [ ] = another dose, or the depositor's remark. Calls follow the shape of the dose curve; as a rule, active = well fitted curve in the direction sought with a large enough effect; inconclusive = small, poorly fitted or top-dose-only effect, or another doubt; inactive = no such curve, though single readings can be large; an effect the other way counts as inactive or inconclusive. % is scaled to controls: 0 for no effect and ±100 for the full control effect; potency is read from the fitted curve at half-maximal effect. Only part of the results is shown; rates above refer to the full screens.

Compound	GCN5L2 inh	TDP1 cell noCPT	TDP1 inh
COc1ccc(NC(=O)CSc2nc3ccccc3n2CC(=O)N(C)c2ccc(F)cc2)cc1	-4%	15µM*	-1%
Oc1ccc(N=Cc2cc(Br)c(N3CCOCC3)o2)cc1	-8%	21µM*	-6%
NC(=O)c1nnn(-c2ccccc2)c1N	-6%	-18%	2%
CSc1ccccc1NC(=O)COc1ccc(S(=O)(=O)N2CCCC2)cc1	u	u	0%
CC1=C(C#N)S(=O)(=O)C(C#N)C(c2ccccc2)C1 (stereo unspecified)	-9%	-8%	x
COCCNc1c2c(c(C#N)c3nc4ccccc4n13)CCCC2	-10%	21µM*	5%
COc1ccc(NS(=O)(=O)c2cc(Br)cc3c2N(C(=O)C2CC2)CC3)cc1OC	2%	2.1µM*	4%
CCN(CC(=O)Nc1ccc2c(c1)OCCO2)C(=O)CCOc1ccccc1	1%	-13%	1%
Cc1ccc(-c2nc(CS(=O)(=O)CC(=O)NCCCN3CCOCC3)c(C)o2)cc1	-1%	3%	0%
CN(C)c1ccc(-c2nnn(CC(=O)N3c4ccccc4CCc4ccccc43)n2)cc1	-7%	16µM*	8%
COCc1cc(=O)n2[nH]c(-c3ccco3)cc2n1	-1%	-5%	1%
Cc1ccc(/C=C2\SC(=S)N(CCCC(=O)Nc3cccnc3)C2=O)cc1	-25%	u	0%
COc1ccccc1C(=O)Nc1ccc(OCc2cc(=O)n3ccc(C)cc3n2)cc1	-7%	u	3%
CCCC(C)NC(=O)c1cccc(Oc2ccccc2)c1 (stereo unspecified)	-2%	u	-4%
CN(C)CCNC(=O)c1cc(Sc2ccc(F)cc2)nc2ccccc12	-1%	x	0%
O=C(CSCc1ccccc1Cl)NNC(=O)c1ccccc1	-3%	-16%	4%
Cc1cc(C)c(S(=O)(=O)NCc2ccccn2)cc1C	14%	1%	x
COc1ccc(Br)cc1/C=N/n1c(COc2ccccc2)n[nH]c1=S	7%	20%	x
CN1CCN(CC(=O)N(Cc2c(C#N)c3ccccc3n2C)c2ccccc2)CC1	-1%	-14%	4%
Cc1cc(C)c(C#N)c(SCC(=O)N(CCC#N)c2ccc3c(c2)OCCO3)n1	-2%	-21%	3%
O=C(Nc1ccc(S(=O)(=O)Nc2nccs2)cc1)c1cccc(N2C(=O)c3ccccc3C2=O)c1	-4%	-9%	5%
CCCN(CCC(=O)Nc1ccccc1F)CC1CC1	-1%	-10%	10%
Cc1cccc(NC(=O)CN(CCc2ccccc2)S(C)(=O)=O)c1	0%	-16%	x
O=C(O)Cc1ccc(NC(=O)COc2ccc3ccccc3c2)cc1	-8%	3%	2%
Clc1nssc1=Nc1ccc(Br)cc1	8.9µM*	13µM*	-1%
CSc1ccccc1NC(=O)Cc1ccccc1	-3%	4%	-1%
COc1ccc(CCNC(=O)C2CCN(S(=O)(=O)N3CCC(C)CC3)CC2)cc1OC	1%	2%	1%
Cc1c(C(=O)N(C)C2CC(C)(C)NC(C)(C)C2)oc2c(F)cccc12	-7%	u	1%[56.1 µM]
O=C(NCCNC(=O)c1cc(F)cc(F)c1)c1cc(F)cc(F)c1	-6%	11%	x
COc1ccc(CCN(C)C(=O)C2CCN(Cc3ccccc3)CC2)cc1OC	-6%	-1%	-7%
COC(=O)C(c1ccccc1)C(C(=O)OC)c1ccccc1 (stereo unspecified)	-7%	-15%	x
O=C(CCn1cnc2ccccc2c1=O)Nc1ccc(S(=O)(=O)N2CCCCC2)cc1	-4%	-27%	7%
CN(CC(=O)Nc1ccccc1Cl)C(=O)c1cc(=O)[nH]c2ccccc12	-3%	-6%	0%
O=C(NCCCN1CCN(c2ccccc2F)CC1)C1CCN(S(=O)(=O)N2CCOCC2)CC1	-4%	4%	3%
CC1=C([N+](=O)[O-])C(c2ccccc2Cl)NC(=O)N1 (stereo unspecified)	-18%	u	x
CC(NC(=O)c1ccccc1F)c1nnc(SCC(=O)N2CCN(c3ccccc3)CC2)n1C (stereo unspecified)	-1%	-13%	-11%
C/C(=N\NC(=O)c1cc2c(s1)CCC(C)C2)c1cccnc1 (stereo unspecified)	-4%	u	8%
O=C(O)C(Cc1ccccc1)N=Cc1c(O)c2ccccc2oc1=O (stereo unspecified)	-2%	-25%	4%
Clc1ccc(CSc2nncn3c2cc2occc23)cc1	u	u	0%
N#C/C(=C\c1cccnc1)c1ccc([N+](=O)[O-])cc1	-13%	u	x
CCc1nc(-c2cc(S(=O)(=O)N3CCN(c4ccccc4OC)CC3)ccc2OC)no1	1%	u	6%
CCOC(=O)C1CCCN(C(=O)c2cccc(S(=O)(=O)N(Cc3ccccc3)c3ccccc3OC)c2)C1 (stereo unspecified)	-24%	16µM*	x
Cn1c(CN2CCOCC2)nnc1SCC(N)=O	2%	-14%	5%
O=C(Nc1ccc(F)cc1)C1CCN(c2nc3ccccc3nc2C(F)(F)F)CC1	3%	u	0%
O=C(NCCN1CCNCC1)c1ccccn1	-7%	-18%	1%
CC(N=C1NS(=O)(=O)c2ccccc21)C(=O)NCc1ccc(F)cc1 (stereo unspecified)	-8%	-17%	1%
CNC(=O)/C(C#N)=C1\SC(Cc2ccc(F)cc2)C(=O)N1c1ccccc1C (stereo unspecified)	0%	-18%	7%
CNc1cc(F)nc(F)n1	-1%	16µM*	-5%
O=C(CSc1ccccn1)Nc1ccc2c(c1)CCC2	-7%	-19%	-8%
CCCCC(C)/C=C(C)/C=C(\C)C(=O)NC1=CC(O)(/C=C/C=C/C=C/C(=O)NC2=C(O)CCC2=O)C2OC2C1=O (stereo unspecified)	u	x	-10%
COCCN(C(=O)CSc1ncn[nH]1)c1c(N)n(Cc2ccccc2)c(=O)[nH]c1=O	-21%	-8%	x
COc1ccc(-c2cc(C(=O)N3CCOCC3)c3cc(C)ccc3n2)cc1	-9%	u	4%
Cc1ccc(/C=C2\Oc3c(ccc(O)c3CN3CCN(CCO)CC3)C2=O)cc1	-27%	-20%	5%
CC(=O)C1=C(C)NC(SCc2ccc(C#N)cc2)=C(C#N)C1c1ccco1 (stereo unspecified)	-7%	u	5%
Cc1noc(C)c1C(=O)N1CCCC(N2CCN(c3cccc(C(F)(F)F)c3)CC2)C1 (stereo unspecified)	-26%	-20%	2%[56.1 µM]
N#Cc1cccc(NC(=O)COC(=O)CCc2nc3ccccc3c(=O)[nH]2)c1	2%	-6%	3%

Continuation.
Compound	GCN5L2 inh	TDP1 cell noCPT	TDP1 inh
O=C1c2ccc(Oc3ccc4c(c3)C(=O)N(CCCCO)C4=O)cc2C(=O)N1CCCCO	2%	-2%	0%
O=C1CCN(Cc2ccccc2)CCN1CCOc1ccccc1	-6%	16µM*	x
O=C(NCCc1ccccc1Cl)c1ccc2c(c1)nc1n2CCCCC1	-2%	u	8%
Nn1c(SCC(=O)N2CCCc3ccccc32)nnc1-c1ccccc1	-2%	-6%	1%
O=C(N/C(=C\c1cccs1)C(=O)N1CCOCC1)c1cccs1	13%	u	-6%
Cc1ccc(S(=O)(=O)NC(=O)Nc2c(C)cccc2C)cc1	3%	3%	1%[0.0935 µM]
Cc1ccc(C(CC(=O)Nc2cc(C)cc(C)c2)N2Cc3ccccc3C2=O)cc1 (stereo unspecified)	-1%	23µM*	6%
COc1cccc(N(CC(=O)NCCSc2ccc(Cl)cc2)S(C)(=O)=O)c1	-2%	-29%	7%

Quoted at random: 2 records from the list
Compound	GCN5L2 inh	TDP1 cell noCPT	TDP1 inh
O=C(NCCc1ccccc1Cl)c1ccc2c(c1)nc1n2CCCCC1	-2%	u	8%
Cc1ccc(C(CC(=O)Nc2cc(C)cc(C)c2)N2Cc3ccccc3C2=O)cc1 (stereo unspecified)	-1%	23µM*	6%

Next records follow:
Compound	GCN5L2 inh	TDP1 cell noCPT	TDP1 inh
Cc1ccc2cn[nH]c2c1NC(N)=S	-5%	1%	2%
CC(=O)C1=C(C)Nc2ncnn2C1c1cccc(Br)c1 (stereo unspecified)	17%	-26%	x
O=C(Cc1ccccc1F)Nc1ccc(S(=O)(=O)Nc2ncccn2)cc1	-5%	-23%	7%
CCCCCOc1ccc(Br)cc1/C(C)=N/NC1=NCCN1	-3%	4.6µM*	4%
COc1ccc(Cc2nnc(NC(=O)c3ccc(Cl)c([N+](=O)[O-])c3)s2)cc1	u	1%	4%
O=C(NCC1CCCO1)c1cccc(F)c1 (stereo unspecified)	19%	3%	0%
CC(=O)c1cc(-c2ccc(F)cc2)n(CCC(=O)Nc2nc3ccc(C)cc3s2)c1C	-2%	16µM*	7%
CCC1CCC2(CC1)NNC(=S)NN2	-6%	18µM*	6%
COc1cccc(NC(=O)C(c2ccccc2)N2CCNC(=O)C2)c1 (stereo unspecified)	1%	x	5%
CN(CC(=O)NCc1ccc2c(c1)OCO2)CC(=O)Nc1ccc(F)c(F)c1F	1%	2%	-5%
CCCCN1C(Nc2ccccc2)=NC[C@@H]1Cc1ccccc1	-14%	u	3%
COC(=O)C1CCN(C(=O)COC(=O)CCc2nc3ccccc3c(=O)[nH]2)CC1	-4%	5%	0%
Cc1ccc(C)c(N2C(=O)CC(Cc3ccc(Br)cc3)C2=O)c1 (stereo unspecified)	-10%	u	x
CC(Sc1ccc(Cl)cc1)C(=O)NNC(=O)c1ccncc1 (stereo unspecified)	-1%	2%	0%
N#C/C(=N\Nc1ccccc1F)c1nc(-c2ccccc2)cs1	-9%	u	1%
Cc1ccc(C(=O)NC(=S)NNC(=O)c2ccccc2[N+](=O)[O-])cc1	-6%	u	10%
CCOC(=O)c1ccc(NC(=S)NC2CC(C)(C)NC(C)(C)C2)cc1	2%	u	1%
O=C(CCCCCn1c(=S)[nH]c2ccc(N3CCOCC3)cc2c1=O)NCc1ccc2c(c1)OCO2	-1%	u	5%
Cc1cc(N2CCN(C)CC2)nc2ccc(NC(=O)Nc3ccc(Cl)cc3)cc12	-4%	u	6%
COc1ccc(NC(=S)N(CCCN2CCCC2)Cc2cccn2Cc2ccc(Cl)cc2)cc1Cl	0%	21µM*	7%
O=C1CCC(C(=O)Nc2ccccc2)N1 (stereo unspecified)	0%	9%	4%[56.1 µM]
N#Cc1c(-c2ccccc2)nc2n(c1=O)CCS2	-2%	4%	2%
COC(=O)c1ccc2c(=O)n(CCCCCC(=O)NCCc3ccc(Cl)cc3)c(=O)[nH]c2c1	-3%	u	2%
CCOCCCNC(=S)NCCNc1nc2ccc(C)cc2cc1C#N	9%	u	-1%
COc1ccc(S(=O)(=O)NCC2CCC(C(=O)NCc3cccnc3)CC2)cc1 (stereo unspecified)	-5%	-27%	11%
CCOCCCNC(=O)C(NC(=O)c1ccccc1O)c1ccc(Cl)cc1 (stereo unspecified)	-9%	-17%	5%
COc1ccc(CCn2nc(C)c([N+](=O)[O-])c2C)cc1	-4%	2%	0%
CCc1nc2nc(C)c(NS(=O)(=O)c3ccc4c(c3)CCCC4)c(=O)n2[nH]1	-1%	4%	1%
COc1cc(C(=O)NCC(=O)N/N=C/c2cccc(OC(=O)c3ccco3)c2)cc(OC)c1OC	-4%	-15%	7%
COc1ccc(C(=O)Nc2c(N)nc(SCC(=O)Nc3ccc(NC(C)=O)cc3)[nH]c2=O)cc1	-4%	-1%	-11%
O=C(/C=C/c1cccs1)NCc1cccnc1	-1%	-2%	3%
CC1=C(C(=O)OC(C)(C)C)C(c2ccc3ccccc3c2)NC(=O)N1C (stereo unspecified)	0%	-29%	x
CC(=O)NS(=O)(=O)c1ccc(N/C(N)=N/c2nc(C)cc(C)n2)cc1	-2%	4%	3%
CN1C(=O)c2ccccc2N(C)C1c1ccc2c(c1)OCO2 (stereo unspecified)	-2%	u	4%
CCCCNC(=O)C1CCN(c2nc(C)cc(C)n2)CC1	-2%	-3%	-3%

One compound at a time, as listed above. Order of values: GCN5L2 inh	TDP1 cell noCPT	TDP1 inh
CCOCCCNC(=O)C(NC(=O)c1ccccc1O)c1ccc(Cl)cc1 (stereo unspecified) in the list: -9%	-17%	5%
CC1=C(C(=O)OC(C)(C)C)C(c2ccc3ccccc3c2)NC(=O)N1C (stereo unspecified) in the list: 0%	-29%	x
O=C(/C=C/c1cccs1)NCc1cccnc1 in the list: -1%	-2%	3%
CC(=O)NS(=O)(=O)c1ccc(N/C(N)=N/c2nc(C)cc(C)n2)cc1 in the list: -2%	4%	3%
COc1ccc(S(=O)(=O)NCC2CCC(C(=O)NCc3cccnc3)CC2)cc1 (stereo unspecified) in the list: -5%	-27%	11%
